MBD2 DNA inh: MBD2-methylated oligo binding inhibition; TR-FRET, MBD2 binding to methylated oligonucleotide; inhibition, % at 4.4 µM; Q9UBB5; 370,000 tested, 0.31% active; in the data active means inhibition above about 13%
KLK7 zymogen act: activators of human kallikrein-7 zymogen; P49862; purified proKLK7, EDANS-DABCYL substrate fluorescence; 100% is mature enzyme control, 0% vehicle; activation, % at 7 µM; 370,000 tested, 0.9% active; AID 652039;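 active means activation above the mean of all tested compounds plus 3 SD, computed per campaign excluding outliers beyond control limits, cut at about 13% in these data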
Target sequence (P49862 whole entry, looked up): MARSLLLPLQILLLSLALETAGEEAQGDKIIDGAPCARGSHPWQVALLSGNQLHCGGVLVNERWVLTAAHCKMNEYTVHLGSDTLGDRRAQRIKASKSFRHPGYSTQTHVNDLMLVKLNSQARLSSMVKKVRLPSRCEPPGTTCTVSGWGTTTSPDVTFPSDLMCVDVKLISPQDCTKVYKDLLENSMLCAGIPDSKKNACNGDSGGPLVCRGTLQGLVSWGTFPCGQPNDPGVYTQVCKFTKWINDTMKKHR
UHRF1 binding: blocks human UHRF1 binding to methylated DNA | Q96T88 | UHRF1 binding to methylated oligo, TR-FRET | inhibition, % at 4.4 µM | 370,000 tested, 0.75% active; in the data active means inhibition above about 21%;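 further: UHRF1 SRA domain binding a hemimethylated CpG hairpin DNA probe; 0% = median of test compound wells and 100% = reference inhibitor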
SIAE inh: inhibitors of human sialic acid acetylesterase SIAE; Q9HAT2; SIAE FP-Rh probe binding, fluorescence polarization; inhibition, % at 9.66 µM; 370,000 tested, 0.69% active; AID 1053197;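 active means inhibition above a cutoff: mean of compounds within the control limits plus 3 SD of those, cut at about 17% in these data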;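 further: 0% = plate median of compound wells and 100% = probe without SIAE protein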
TDP2 inh: blocks human TDP2 phosphodiesterase activity; O95551; recombinant TDP2, T5PNP hydrolysis, p-nitrophenol absorbance 415 nm; 370,000 tested, 0.34% active; inhibition, % at 12.8 µM; AID 720702;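 active means inhibition above the mean of all tested compounds plus 3 SD, set per campaign, cut at about 25% in these data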;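 further: 0% = DMSO with enzyme and 100% = buffer with substrate but no TDP2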
Target sequence (O95551 whole entry, looked up): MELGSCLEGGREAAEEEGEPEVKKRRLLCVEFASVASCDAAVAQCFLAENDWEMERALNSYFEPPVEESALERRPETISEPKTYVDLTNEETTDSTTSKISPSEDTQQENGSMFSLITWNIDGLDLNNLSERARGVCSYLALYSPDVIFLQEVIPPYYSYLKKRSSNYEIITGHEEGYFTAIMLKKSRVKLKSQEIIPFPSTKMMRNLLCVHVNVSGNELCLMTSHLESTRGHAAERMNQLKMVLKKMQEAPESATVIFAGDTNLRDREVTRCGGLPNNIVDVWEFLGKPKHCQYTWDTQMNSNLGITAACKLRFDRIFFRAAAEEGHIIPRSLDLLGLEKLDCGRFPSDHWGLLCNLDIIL
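Test system: human TDP2 enzyme; Input: 120 nM TDP2 per well; Buffer or medium: Mg2+-containing Tris-HCl buffer, pH 7.5; Reagent: 5 mM T5PNP; Dosing: 12.8 µM single point, 1% DMSO; Incubation: reaction 2 h, 37 °C; Detection: p-Nitrophenol epi absorbance; Read-out: % inhibition relative to enzyme-containing and enzyme-free wells; Replicates: single well per compound.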
LEDGF integ inh: blocks HIV-1 LEDGF/p75-dependent DNA integration. TR-FRET IN-LEDGF/p75 DNA integration, Eu/Cy5. inhibition, % at 3.7 µM. 370,000 tested, 0.64% active;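 active means inhibition above the screen-wide mean plus 3 SD, cut at about 13% in these data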;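 further: signal is the Cy5 over europium emission ratio at 671 and 618 nm; 0% = plate median of compound wells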
Tn7 DDE FP: DD(E)-Tn7 binding inhibition, primary FP screen; P02675; FP displacement of FITC-Tn7 peptide from fibrin DD(E); 0% = median of compound wells per plate; inhibition, % at 8.3 µM; 370,000 tested, 0.13% active; AID 720508;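 active means inhibition above the mean of compounds falling within the control limits plus 3 SD of them, cut at about 14% in these data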;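 further: 0% = plate median of compound wells and 100% = 10 µM Aha-Tn7 peptide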
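Also added: labelled Tn7 tracer, 0.1 µM; Assay system: human fibrin DD(E) protein; Amount: 2 µM fibrin DD(E); Schedule: 10 min compound pre-incubation, 3 h probe incubation at room temperature; Repeats: one replicate per compound; Read-out basis: percent inhibition; Measured by: fluorescence polarization of the labelled Tn7 tracer.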
PRMT1 FP inh: PRMT1 (human) inhibition, primary screen; recombinant PRMT1, activity-based probe fluorescence polarization; 370,000 tested, 1.3% active; inhibition, % at 2.79 µM; AID 652257; Q99873;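 active means inhibition above about 21% made by adding two undisclosed values, limit read from the data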
Target sequence (Q99873 whole entry, looked up): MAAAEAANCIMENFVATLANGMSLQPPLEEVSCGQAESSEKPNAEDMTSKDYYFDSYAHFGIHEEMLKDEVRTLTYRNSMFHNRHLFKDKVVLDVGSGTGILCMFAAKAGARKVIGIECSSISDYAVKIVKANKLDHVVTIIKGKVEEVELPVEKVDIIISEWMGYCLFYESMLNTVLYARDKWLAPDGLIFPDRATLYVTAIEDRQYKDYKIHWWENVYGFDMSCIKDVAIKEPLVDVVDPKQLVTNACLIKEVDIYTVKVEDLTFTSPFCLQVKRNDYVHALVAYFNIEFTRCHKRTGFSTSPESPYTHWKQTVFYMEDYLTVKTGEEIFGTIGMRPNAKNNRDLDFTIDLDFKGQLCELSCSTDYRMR
TCR-CD3 inh: blocks the human TCR-CD3 interaction; inhibition, % at 9.4 µM; TAMRA-labeled TCR probe fluorescence, biochemical; 360,000 tested, 0.37% active; in the data active means inhibition above about 19%;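 further: recombinant mutant TCR 2C K166C tagged with TAMRA read by polarization; 0% = receptor in buffer alone and 100% = receptor with positive control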
DDE Tn6 FP inh: disrupts Tn6 cyclic peptide binding to fibrin D-Dimer-E complex. P02675. Fibrin DD(E) TRITC-Tn6 fluorescence polarization displacement. inhibition, % at 8.3 µM. 370,000 tested, 0.21% active;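 active means inhibition above a per-campaign cutoff: mean of compounds within control limits plus 3 SD, cut at about 15% in these data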;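 further: 0% = median of all compound wells on the plate and 100% = blocking peptide control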
Active calls of the source: *; x = not tested or not shown. Rows are unselected; overall some 4.6% were active at least once.

UHRF1 binding,MBD2 DNA inh,KLK7 zymogen act,SIAE inh,TDP2 inh,DDE Tn6 FP inh,LEDGF integ inh,PRMT1 FP inh,Tn7 DDE FP,TCR-CD3 inh,Compound
-1,2,0.1,3,-11,7,-1,-1,-5,-5,O=C(Nc1ccc(CN2CCCCC2)cc1)c1c(F)c(F)c(F)c(F)c1F
-1,-7,0.3,-1,0,-4,4,-2,-1,2,CCOC(=O)N1CCN(C(=O)COc2ccccc2[N+](=O)[O-])CC1
0,4,-0.1,-2,1,5,0,-4,3,3,COc1cc2c(C(=O)N3CCCc4ccccc43)cn(C)c(=O)c2cc1OC
1,3,-0.3,-6,-12,6,1,4,-2,1,COc1ccc(N2CCN(C3CCN(S(=O)(=O)c4ccc(F)cc4)CC3)CC2)cc1
-2,-1,-1.0,9,-9,-5,-2,-1,-4,3,COC(=O)c1ccccc1NC(=O)N1CCN(C(=O)c2ccco2)CC1
0,0,-0.1,3,5,1,-1,2,0,2,COc1ccccc1Nc1nc(N)nc(CSCCO)n1
3,1,0.0,-1,-4,-3,-3,-1,4,-3,CCCCC1CCC(C(=O)N(CCC(C)C)c2c(N)n(CCCC)c(=O)[nH]c2=O)CC1 (stereo not given)
1,5,0.3,-26,-10,-7,-4,2,2,0,N#CCC(=O)Nc1ccc(C(=O)Nc2cccc(S(N)(=O)=O)c2)cc1
0,-3,0.1,0,4,0,-2,7,3,-6,CCOC(=O)C1CCN(c2c(NCCN(CC)c3ccccc3)c(=O)c2=O)CC1
1,0,0.2,2,-1,-6,1,0,-9,8,COc1ccc(C(CNS(=O)(=O)c2ccc(F)cc2)N2CCN(C)CC2)cc1 (stereo not given)
0,-3,0.4,-4,-16,1,-4,0,-11,3,CCn1c(SCC(=O)Nc2ccc(N(C)C)cc2)nnc1-c1cccc(C)c1
2,1,0.0,-1,-13,-6,1,1,10,-5,CC1O[C@@H](O[C@H](C)CC[C@@H](C)O)C(O)C[C@H]1O (stereo not given in full)
0,-1,-0.7,5,-2,8,2,-6,5,1,CN(C)C(CNC(=O)c1cc(S(=O)(=O)N2CCOCC2)ccc1F)c1cccs1 (stereo not given)
-3,3,0.2,-2,3,4,-1,-1,7,0,CC1=CCC2C(=O)N(c3ccc(Br)cc3C)C(=O)C2C1 (stereo not given)
-3,4,0.4,8,3,2,0,-4,4,1,O=C(NC(=S)N1CCN(C/C=C/c2ccccc2)CC1)c1cccnc1
1,1,-0.3,-2,-10,3,0,-3,-2,4,Cc1ccc(S(=O)(=O)N[C@H](C(=O)OCC(=O)NC(=O)NCc2ccco2)C(C)C)cc1
9,4,-0.8,-5,7,1,-2,2,9,-1,CCOc1cc(/C=N/NC(=O)COc2nc(C)cc(COC)c2C#N)ccc1O
2,1,-0.6,-3,-3,0,2,15,2,-4,S=C(NCc1ccc(Cl)c(Cl)c1)NCc1ccco1
0,0,20*,0,-10,3,2,-3,2,7,CCOC(=O)NN1C(=O)c2ccccc2NC1c1ccc(OC)c(OC)c1 (stereo not given)
0,3,0.0,6,4,6,0,2,1,-6,C[C@H]1CN([C@@H](C)CO)C(=O)CCCn2cc(nn2)CO[C@@H]1CN(C)C(=O)Nc1ccc(N2CCN(C)CC2)cc1
-1,7,-0.2,-4,-17,-4,0,6,8,-3,CC(C(=O)Nc1ccc2c(c1)OCO2)N(c1ccc(Cl)cc1)S(C)(=O)=O (stereo not given)
-1,2,0.0,1,-4,0,1,0,-4,4,COC(=O)[C@]1(C)N[C@H](CN(C)C(=O)C2CCCCC2)[C@@H]2C(=O)N(C)C(=O)[C@@H]21
1,-7,-0.8,4,-16,-3,6,-4,1,-2,CC(Sc1nc(N)cc(=O)[nH]1)C(=O)N1CCOCC1 (stereo not given)
2,4,0.1,-1,3,0,-2,3,1,3,O=C(CCc1ccc(Oc2cc([N+](=O)[O-])cc([N+](=O)[O-])c2)cc1)N1CCCCCC1
0,1,-2.4,-8,3,-5,-1,8,1,x,COc1ccc(Cn2ccc3ccc(-c4ccc5ccn(Cc6ccccc6F)c5c4)cc32)cc1
1,-1,0.3,0,-4,-1,2,8,1,2,O=C(O)CCNc1cc2ccccc2cc1C(=O)O
-2,3,0.4,6,3,-4,2,-1,1,-7,COc1ccc(NC(=O)CCN2CCCCCC2)c(OC)c1
-1,-1,0.4,9,3,1,-3,-1,-6,6,CCOc1cc(N2CCOCC2)c(OCC)cc1NC(=O)Cc1cccc2ccccc12
2,0,-3.5,-4,1,11,-3,3,5,-6,COC(=O)c1ccc2c(=O)[nH]c(COC(=O)c3cccc(S(=O)(=O)N4CCOCC4)c3)nc2c1
4,1,-0.1,-1,5,-5,-2,2,3,3,CCN(C(=O)CSc1nnc(-c2ccco2)n1CC)c1c(N)n(Cc2ccccc2)c(=O)[nH]c1=O

Single entries from the results shown:
Entry for O=C(O)CCNc1cc2ccccc2cc1C(=O)O under Tn7 DDE FP: 1
Entry for CCN(C(=O)CSc1nnc(-c2ccco2)n1CC)c1c(N)n(Cc2ccccc2)c(=O)[nH]c1=O under LEDGF integ inh: -2

Carrying on.
UHRF1 binding,MBD2 DNA inh,KLK7 zymogen act,SIAE inh,TDP2 inh,DDE Tn6 FP inh,LEDGF integ inh,PRMT1 FP inh,Tn7 DDE FP,TCR-CD3 inh,Compound
7,9,0.1,-6,-18,-8,-1,6,-3,-6,CCOc1cc(NC(=S)NCC2CCCO2)c(OCC)cc1NC(=O)c1cccc(C)c1 (stereo not given)
-2,0,-0.7,6,10,6,-1,-3,0,4,CCOc1ccc(S(=O)(=O)NC2CC2)cc1C(N)=O
0,2,-0.3,6,0,-2,-3,-3,2,10,CCc1ccc(N=C2N=C(N)c3ccccc32)cc1
16,6,-0.1,-3,8,-3,3,5,-3,-3,O=C(Nc1ccccc1)N(Cc1cccs1)C1CCCC1
-3,3,-0.5,-8,14,-4,1,0,6,-1,CCOC(=O)c1ccc(NC(=O)CSc2ccc(-c3cccnc3)nn2)cc1
2,4,0.3,7,1,-7,0,1,1,-8,Cc1ccc(/C=C(\NC(=O)c2ccccc2)C(=O)NC(Cc2ccccc2)C(=O)O)cc1 (stereo not given)
0,-1,-0.2,28*,3,3,0,-1,-1,2,Cn1c(N)c(C(=O)COC(=O)c2cccs2)c(=O)n(C)c1=O
8,7,0.2,-3,-7,-2,0,4,-3,-3,O=C(CSc1nnc(Nc2ccccc2)s1)NCCN1C(=O)CSC1=O
1,4,-0.3,-3,-9,2,1,1,-1,0,Cc1ccc(S(=O)(=O)NCC(c2ccccc2)N2CCN(CCC#N)CC2)cc1 (stereo not given)
-4,-2,-0.3,-2,4,7,8,-2,-1,2,CC12CCC(C(=O)N(NC(=O)c3ccccc3Cl)C1=O)C2(C)C (stereo not given)
1,3,0.3,4,2,10,2,-1,-1,4,CC(=O)Nc1ccc(Br)c(Cl)c1
6,-5,0.2,5,-11,5,-1,1,-2,1,CCN(CC)S(=O)(=O)c1ccc(S(=O)(=O)Nc2c(C)nn(C)c2C)cc1
0,3,-0.2,1,1,7,-1,-1,6,8,CCCCOC(=O)Cn1c(=O)c2c(nc3n2CCCCN3c2ccc(C)cc2)n(C)c1=O
-1,1,-0.3,7,-10,5,2,-1,1,-1,CC(=O)N1CCN(C(=O)c2cccc(S(=O)(=O)Nc3ccc(C)cc3)c2)CC1
1,-2,0.5,1,20,-9,2,0,1,-1,CC(C)(C)NCc1ccc(OCc2cccs2)cc1

Compounds above with a cyano group, in the order listed:
UHRF1 binding,MBD2 DNA inh,KLK7 zymogen act,SIAE inh,TDP2 inh,DDE Tn6 FP inh,LEDGF integ inh,PRMT1 FP inh,Tn7 DDE FP,TCR-CD3 inh,Compound
1,5,0.3,-26,-10,-7,-4,2,2,0,N#CCC(=O)Nc1ccc(C(=O)Nc2cccc(S(N)(=O)=O)c2)cc1
9,4,-0.8,-5,7,1,-2,2,9,-1,CCOc1cc(/C=N/NC(=O)COc2nc(C)cc(COC)c2C#N)ccc1O
1,4,-0.3,-3,-9,2,1,1,-1,0,Cc1ccc(S(=O)(=O)NCC(c2ccccc2)N2CCN(CCC#N)CC2)cc1 (stereo not given)

Next section:
UHRF1 binding,MBD2 DNA inh,KLK7 zymogen act,SIAE inh,TDP2 inh,DDE Tn6 FP inh,LEDGF integ inh,PRMT1 FP inh,Tn7 DDE FP,TCR-CD3 inh,Compound
3,3,0.7,-4,-1,4,-3,2,4,-5,Cc1occc1C(=O)NC1CCCCCC1
1,-1,0.6,-6,0,-8,-3,1,2,-6,CCOC(=O)C1=CCC(c2ccc(CC)cc2)N(S(=O)(=O)c2ccc(C)cc2)C1 (stereo not given)
1,5,-0.6,-1,-1,-7,-1,-2,-5,3,COc1ccc(Nc2cc(C)nc3ccc(C)cc23)cc1
-2,-1,0.7,7,-7,2,1,1,2,3,CCOC(=O)N1CCN(c2c(NCCCN(C)c3ccccc3)c(=O)c2=O)CC1
-1,1,-1.1,2,1,-1,-4,2,3,-2,COc1ccc(OC)c(NC(=O)Nc2ccc3[nH]ccc3c2)c1
2,-4,0.6,1,0,4,2,0,4,-10,COc1ccc(-c2nnc(SCCOc3cccc(C)c3)n2N)cc1
-1,1,0.6,12,-7,7,-3,14,-1,6,COc1ccc(N2CCC(CNS(=O)(=O)c3cccc(C(F)(F)F)c3)C2)cc1 (stereo not given)
0,-2,1.3,0,-5,-2,1,-1,-4,-1,Cc1cccc(NC(=O)c2cc(S(=O)(=O)N3CCCC3)cn2C)c1

Some of these compounds in order of their number in KLK7 zymogen act, falling:
UHRF1 binding,MBD2 DNA inh,KLK7 zymogen act,SIAE inh,TDP2 inh,DDE Tn6 FP inh,LEDGF integ inh,PRMT1 FP inh,Tn7 DDE FP,TCR-CD3 inh,Compound
2,-4,0.6,1,0,4,2,0,4,-10,COc1ccc(-c2nnc(SCCOc3cccc(C)c3)n2N)cc1
2,1,0.0,-1,-13,-6,1,1,10,-5,CC1O[C@@H](O[C@H](C)CC[C@@H](C)O)C(O)C[C@H]1O (stereo not given in full)
16,6,-0.1,-3,8,-3,3,5,-3,-3,O=C(Nc1ccccc1)N(Cc1cccs1)C1CCCC1
1,-7,-0.8,4,-16,-3,6,-4,1,-2,CC(Sc1nc(N)cc(=O)[nH]1)C(=O)N1CCOCC1 (stereo not given)

Compound activity deposited in PubChem BioAssay by The Scripps Research Institute Molecular Screening Center.
